Compound activity from PubChem.
OX1R antag-1 – OX1R (human) antagonism | AID 485270 | 1.8% of 330,000 active | O43613 | OX1R-expressing cells, FRET antagonist read-out | inhibition, % at 6.6 µM; in the data active = inhibition mostly above about 38%, no sharp cut-off; inactive = mostly below about 40%;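 also: 0% = agonist challenge alone and 100% = reference antagonist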
Target sequence (O43613 whole entry, looked up): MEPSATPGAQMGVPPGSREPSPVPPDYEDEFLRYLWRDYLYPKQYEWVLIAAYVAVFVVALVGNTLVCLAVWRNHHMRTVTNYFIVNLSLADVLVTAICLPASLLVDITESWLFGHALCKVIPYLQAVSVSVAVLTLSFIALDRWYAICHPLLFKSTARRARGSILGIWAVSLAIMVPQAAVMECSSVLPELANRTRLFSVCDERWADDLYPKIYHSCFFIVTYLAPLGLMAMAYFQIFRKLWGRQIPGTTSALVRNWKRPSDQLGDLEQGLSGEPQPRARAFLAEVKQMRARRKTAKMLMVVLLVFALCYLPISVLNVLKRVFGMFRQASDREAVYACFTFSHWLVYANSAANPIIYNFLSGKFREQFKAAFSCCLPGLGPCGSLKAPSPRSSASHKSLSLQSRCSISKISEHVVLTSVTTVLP
OX1R antag-2 – blocks the human orexin 1 receptor. inhibition, % at 5 µM. 0.43% of 330,000 active. CHO/OX1R cells, Fluo-8 calcium fluorescence, orexin A. AID 434989. O43613;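 active = inhibition above its plate's threshold, mean inhibition of all tested compounds on the plate plus 3 SD, cut at about 37% in these data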;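 also: 0% = orexin A challenge wells and 100% = SB-334867-A antagonist wells; not every result past the cut was called active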
STK33 inh – inhibitors of human STK33 kinase. 0.073% of 320,000 active. Q9BYT3. inhibition, % at 10 µM. purified STK33, MBP phosphorylation, ADP-Glo luminescence;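 active = inhibition at or above 25%, using the most active replicate where run in duplicate; inactive = inhibition below 25%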
Target sequence (Q9BYT3 whole entry, looked up): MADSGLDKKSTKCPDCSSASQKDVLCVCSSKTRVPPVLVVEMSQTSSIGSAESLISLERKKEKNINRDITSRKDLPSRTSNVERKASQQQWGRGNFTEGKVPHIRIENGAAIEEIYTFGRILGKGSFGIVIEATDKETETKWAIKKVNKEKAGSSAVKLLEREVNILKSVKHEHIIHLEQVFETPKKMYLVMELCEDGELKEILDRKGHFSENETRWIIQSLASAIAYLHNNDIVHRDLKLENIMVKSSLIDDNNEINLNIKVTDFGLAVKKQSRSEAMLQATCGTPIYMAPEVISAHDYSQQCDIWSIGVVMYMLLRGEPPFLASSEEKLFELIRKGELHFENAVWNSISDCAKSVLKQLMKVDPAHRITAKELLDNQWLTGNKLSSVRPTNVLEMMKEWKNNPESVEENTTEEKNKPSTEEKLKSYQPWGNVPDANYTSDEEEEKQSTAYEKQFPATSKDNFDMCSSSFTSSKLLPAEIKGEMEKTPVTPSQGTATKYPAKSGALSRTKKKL
Active calls of the source: *; · = not tested or not shown.

SMILES | OX1R antag-1 | OX1R antag-2 | STK33 inh
O=C(COC(=O)CCc1ccccc1)NCc1ccccc1 | 2.8 | -25.6 | -0.6
O=S(=O)(c1cccc(F)c1)N1CCN(C(=S)NCC2CCCO2)CC1 (configuration not stated) | -2.6 | -13.3 | -0.3
CCOC(=O)N1CCN(C(=O)CSc2nnc(-c3ccccc3OC)o2)CC1 | 19.8 | -22.7 | -1.4
CCn1c(SCC(=O)c2[nH]c(C)c(C(C)=O)c2C)nnc1-c1cccs1 | 11.0 | -11.6 | -1.9
Cc1ccc(C(=O)N/C(=C/c2ccco2)C(=O)Nc2cccc(C(=O)O)c2)cc1 | 13.5 | -0.4 | -0.1
O=S(=O)(Nc1ccc2c(c1)nc1n2CCN(Cc2ccccc2)C1)c1ccccc1 | 13.8 | 0.9 | 0.0
O=C(CCCC(=O)N(c1ccc(F)cc1)C(C(=O)NC1CCCC1)c1ccc(O)cc1)Nc1ccccn1 (configuration not stated) | 18.8 | -35.0 | -1.4
O=[N+]([O-])c1c(NCCCO)cc(Sc2ccc(Cl)cc2)c2nonc12 | 31.1 | 10.7 | -1.0
Cc1ccc(-n2c(O)c(C=NCc3ccccn3)c3ccccc3c2=O)cc1C | 11.3 | -19.8 | 1.6
CC(=O)N1CC2([N+](=O)[O-])CN(C(C)=O)CC([N+](=O)[O-])(C1)C2(C)C | 10.1 | -1.8 | 0.7
CCc1ccc(/C=C2\SC(=S)N(CCCC(=O)Nc3ccc(C(=O)O)cc3)C2=O)cc1 | 12.5 | -22.3 | -2.6
COCCOC(=O)C1=C(C)N(c2ccccc2)C(=O)NC1c1cccc([N+](=O)[O-])c1 (configuration not stated) | 35.0 | -18.1 | -0.9
Cc1ccc(S(=O)(=O)NCCC(=O)NCc2ccccc2)cc1 | 10.0 | -9.6 | -0.8
COc1cccc(CN2CCN(S(=O)(=O)c3ccc(NC(C)=O)cc3)CC2)c1OC | 10.5 | -17.6 | -1.0
O=C(NCCO)c1ccc(-c2nnc(Nc3ccc(O)cc3)c3ccccc23)cc1 | 0.6 | -0.5 | -1.6
O=C(Nc1ccncc1)c1c(Cl)cccc1Cl | 12.4 | -1.5 | -2.3
CSc1sc(C(=O)Nc2ccc(F)cc2F)c2c1C=CCC2 | 9.9 | -30.8 | -2.5
COc1ccc(C(=O)NCc2nnc(SCC(=O)N3CCC(C)CC3)o2)cc1 | 5.9 | -7.2 | -1.7
Cc1sc2nc(-c3ccncc3)[nH]c(=O)c2c1-c1ccccc1 | 4.6 | -12.3 | -0.7
O=C(NCCCN1CCOCC1)c1ccc(Br)cc1 | 12.2 | -16.9 | -2.2
N#C/C(=C(/O)CN1CCCCC1)c1nc(-c2ccc(Cl)cc2)cs1 | 6.9 | -24.4 | -1.1
NC(=O)N/N=C(/CCCCCC/C(=N\NC(N)=O)c1ccccc1)c1ccccc1 | 3.6 | -13.2 | -0.1
C=CCC(C(=O)Oc1c(C(C)(C)C)cc(C)cc1C(C)(C)C)c1ccccc1 (configuration not stated) | 3.8 | -13.7 | -3.6
COCCN(Cc1ccccc1)C(=O)C1CCN(S(=O)(=O)c2ccc(OC)c(OC)c2)CC1 | 15.7 | -30.6 | -0.2
CN(Cc1ccccc1)C(=O)COC(=O)c1ccc(=O)n(Cc2ccccc2)n1 | 13.9 | -12.1 | -2.7
Oc1ccc2ccccc2c1/C=N/c1nccs1 | 23.0 | 3.3 | -1.7
CC(=O)Nc1ccc(S(=O)(=O)Nc2cccn(Cc3ccc(C)cc3)c2=O)cc1 | 38.7 | -9.1 | -0.8
O=C(Nc1ncc(Cc2ccccc2Cl)s1)C1CCCO1 (configuration not stated) | 8.2 | -5.8 | 0.2
O=C(NCCCN1CCCC1=O)c1cc(-c2ccc3c(c2)OCO3)nc2ccccc12 | 28.4 | -32.6 | -1.3
CC1CC(C)CN(C(=S)SCc2nc(N)nc(Nc3ccccc3)n2)C1 (configuration not stated) | 74.7* | 40.5* | -2.6
COc1cc(/C=C(\C#N)C(=O)Nc2ccccc2C(=O)O)cc(Cl)c1OC | 11.2 | -7.9 | -0.1
O=C1CSC2(N1)C1CC3CC(C1)CC2C3 (configuration not stated) | 3.4 | 11.6 | -0.9
O=C(CN1CCNCC1)Nc1ccc(Oc2ccccc2)cc1 | 3.8 | -2.6 | -1.5
CCC1CCCCN1C(=S)NC(=O)c1ccco1 (configuration not stated) | 0.1 | 5.2 | -0.4
CCOc1ccc(C(=O)N(CC)CC(=O)Nc2ccc3c(c2)OCCO3)cc1OCC | -1.0 | -8.6 | -0.4
COc1ccc(/C(O)=C2/C(=O)C(=O)N(c3ccccn3)C2c2ccc(OC)c(OC)c2)cc1 (configuration not stated) | 7.5 | -7.3 | -1.8
C/C(=N\NC(=O)c1cc(C)nc2ccccc12)c1ccccn1 | 3.9 | -2.7 | -1.9
COc1ccccc1N1CCN(C(=O)CSc2ccccc2)CC1 | 24.6 | -14.5 | -1.9
Cc1ccc(-c2ccc(=O)n(CCC(=O)NCCN3CCCCC3C)n2)cc1 (configuration not stated) | 11.8 | -28.1 | -1.9
CCN(CC)S(=O)(=O)c1ccc(O)c(C(=O)OCC(=O)N(C)Cc2ccccc2)c1 | 23.1 | -20.5 | 0.4

No new results follow: an excerpt of the list.
SMILES | OX1R antag-1 | OX1R antag-2 | STK33 inh
O=C(Nc1ncc(Cc2ccccc2Cl)s1)C1CCCO1 (configuration not stated) | 8.2 | -5.8 | 0.2
O=C(NCCCN1CCCC1=O)c1cc(-c2ccc3c(c2)OCO3)nc2ccccc12 | 28.4 | -32.6 | -1.3
CC1CC(C)CN(C(=S)SCc2nc(N)nc(Nc3ccccc3)n2)C1 (configuration not stated) | 74.7* | 40.5* | -2.6
COc1cc(/C=C(\C#N)C(=O)Nc2ccccc2C(=O)O)cc(Cl)c1OC | 11.2 | -7.9 | -0.1
O=C1CSC2(N1)C1CC3CC(C1)CC2C3 (configuration not stated) | 3.4 | 11.6 | -0.9
O=C(CN1CCNCC1)Nc1ccc(Oc2ccccc2)cc1 | 3.8 | -2.6 | -1.5
CCC1CCCCN1C(=S)NC(=O)c1ccco1 (configuration not stated) | 0.1 | 5.2 | -0.4
CCOc1ccc(C(=O)N(CC)CC(=O)Nc2ccc3c(c2)OCCO3)cc1OCC | -1.0 | -8.6 | -0.4
COc1ccc(/C(O)=C2/C(=O)C(=O)N(c3ccccn3)C2c2ccc(OC)c(OC)c2)cc1 (configuration not stated) | 7.5 | -7.3 | -1.8
C/C(=N\NC(=O)c1cc(C)nc2ccccc12)c1ccccn1 | 3.9 | -2.7 | -1.9
COc1ccccc1N1CCN(C(=O)CSc2ccccc2)CC1 | 24.6 | -14.5 | -1.9
Cc1ccc(-c2ccc(=O)n(CCC(=O)NCCN3CCCCC3C)n2)cc1 (configuration not stated) | 11.8 | -28.1 | -1.9
CCN(CC)S(=O)(=O)c1ccc(O)c(C(=O)OCC(=O)N(C)Cc2ccccc2)c1 | 23.1 | -20.5 | 0.4

Continuation.
SMILES | OX1R antag-1 | OX1R antag-2 | STK33 inh
C[C@H]1CCC[C@@]2(O[C@@H](CCO)C[C@@H](O)[C@@H]2O)O1 | 18.2 | -4.2 | 0.4
NC1=C(c2ccc(F)cc2)C(=O)CS1 | 9.7 | -16.6 | -3.2
CN(C)C(=O)/C(=C/c1ccc(-c2cccc([N+](=O)[O-])c2)o1)NC(=O)c1ccccc1 | 29.5 | -38.6 | -0.7
CCN(CC(=O)NCc1ccc(Cl)cc1)C(=O)CCc1ccccc1 | -5.9 | -17.6 | 0.4
COc1ccc(S(=O)(=O)N2CCN(Cc3cc(=O)n4ccccc4n3)CC2)cc1 | 8.6 | -10.4 | -0.9
CC1=CC(C)(C)NC(=S)N1c1ccccc1C | 6.5 | -9.2 | 0.8
COc1ccc(S(=O)(=O)N2CCN(C3Cc4ccccc4C3)CC2)cc1 | 8.1 | -26.1 | -2.4
OCC#CCSc1nnc(-c2cccc3ccccc23)o1 | 16.6 | -8.3 | 1.1
CC1CCC2(CC1)NC(=O)N(NC(=O)CCl)C2=O (configuration not stated) | 12.6 | 0.5 | -1.1
C=CCNc1nc(C(=O)OCC(=O)Nc2c(Cl)cccc2C(F)(F)F)cs1 | 21.3 | -12.1 | -1.5
COc1ccc(Cl)cc1C(=O)Nc1cccnc1Cl | 28.6 | -5.9 | 2.6
O=C(Nc1ccc(N2CCOCC2)cc1)C1CC(=O)N(c2ccc(Cl)cc2)C1 (configuration not stated) | 12.4 | -15.4 | -1.5
COc1ccccc1-n1c(N)cc(=O)nc1SCC(=O)Nc1cc(C)on1 | 2.8 | 10.9 | -0.9
O=C(/C=C\c1ccccc1[N+](=O)[O-])Nc1ccccc1 | 10.5 | -20.0 | -1.3
Cc1nc(NCCNC(=O)c2ccco2)c2c(C)c(C)sc2n1 | 33.3 | -39.4 | -3.7
CCC(CC)C(=O)OCC(=O)Nc1cccc(S(=O)(=O)N(C)c2ccccc2)c1 | 33.1 | -7.6 | -0.2
Cc1cccc(NC(=S)NC2CC3CCCC(C2)N3Cc2cccs2)c1 (configuration not stated) | 27.9 | -17.8 | -1.7
COc1ccccc1NC(=O)CN(Cc1ccco1)C(=O)c1ccc(N2CCCC2=O)cc1 | 12.4 | -17.0 | ·
CCN(C[C@H]1N[C@@](C)(C(=O)OC)[C@H]2C(=O)N(Cc3ccccc3)C(=O)[C@@H]12)S(=O)(=O)c1ccc(F)cc1 | 2.8 | 9.3 | 0.0
CCNc1nc2c(c(=O)[nH]c(=O)n2C)n1Cc1ccc(F)cc1 | 8.8 | -6.1 | -0.3
Fc1ccc(COc2ccc(C(=S)N3CCCC3)cc2)cc1 | 16.2 | -11.4 | 1.0
CCOC(=O)C1=C(C)NC(=O)NC1c1ccc(OC(=O)c2ccco2)cc1 (configuration not stated) | 11.7 | -24.4 | -3.5
Cc1ccc(OCc2ccc(Br)cc2)c([N+](=O)[O-])n1 | 13.3 | -12.4 | -1.5
CC1CCCC(NC(=O)COC(=O)c2cccs2)C1C (configuration not stated) | 2.5 | -2.6 | 0.4
CCOC(=O)c1cccc(NC(=O)CSc2nnc(C3CCCCC3)n2C)c1 | 9.1 | -35.2 | 0.0
Cc1ccc(NC2CCCN(C(=O)CCN3CCOCC3)C2)cc1C (configuration not stated) | 3.0 | -15.4 | -0.9
CCN(CC(=O)NCCc1ccc(S(N)(=O)=O)cc1)Cc1ccccc1 | 11.9 | -14.9 | 0.5
CCc1ccc(N2CC(C(=O)OCC(=O)NC3CCS(=O)(=O)C3)CC2=O)cc1 (configuration not stated) | 14.6 | -7.2 | -1.9
COc1ccc(NC(=O)N2CCCC(C(=O)NCc3ccccc3F)C2)cc1 (configuration not stated) | 8.7 | -11.5 | -1.7
C[n+]1c(/C=C/c2ccc3c(c2)OCO3)ccc2ccccc21 | 18.0 | -9.6 | -0.3
Cc1ccc2c(c1)N(C(=O)CCC(=O)N1CCN(c3cccc(C)c3C)CC1)CCO2 | 39.7* | -28.3 | -0.3
O=C(CN1CCOCC1)N1CCCc2ccccc21 | 19.8 | -2.4 | -0.4
COc1ccccc1NC(=O)NCC1(N(C)C)CCCCC1 | 4.2 | -19.0 | -1.4
O=C1/C(=C2/NCCN2C2CC(=O)N(c3ccccc3)C2=O)CC/C1=C\c1ccccc1 (configuration not stated) | 11.1 | -22.5 | -0.6
COc1ccc(NC(=O)COC(=O)c2cc3c(s2)CCC3)cc1 | 10.4 | -28.6 | -1.2
Cn1nc(-c2ccc(Cl)cc2)c2cc(C(=O)NCCCN3CCCC3)sc21 | 6.2 | -30.5 | 1.6
Cc1ccc2c(c1)C1C=CCC1C(C(=O)O)N2 (configuration not stated) | 11.7 | -1.3 | 1.7
COc1cccc(NC(=O)CN(C)C(=O)c2c(C)nn(Cc3ccc(C)cc3)c2Cl)c1 | 0.2 | -29.5 | 0.3
CC(=O)Nc1ccc(NC(=O)CSCc2ccccc2Cl)cc1 | 7.1 | -2.8 | -1.3
Cc1cccc(OCCCC(=O)Nc2ccc(S(=O)(=O)Nc3nccs3)cc2)c1C | 12.9 | -10.7 | -1.3
COc1ccccc1NS(=O)(=O)c1ccc2oc(SC(C)C(=O)N3CCNC3=O)nc2c1 (configuration not stated) | 32.5* | 35.6 | -0.7
Cc1[nH]c2ccccc2c1SCc1n[nH]c(=S)n1C | -2.6 | 6.9 | -0.2
Cc1ccc(S(=O)(=O)c2cn(C)c3cc(N4CCN(C)CC4)c(F)cc3c2=O)cc1 | 14.9 | -3.1 | 2.0
Nc1ccccc1N=Cc1ccc(-c2cccc(Cl)c2)o1 | 49.5 | -7.3 | -0.5
Nc1nc2n(n1)C(c1ccco1)CC(c1ccc(Cl)c(Cl)c1)N2 (configuration not stated) | 9.2 | -6.4 | -0.3
Clc1ccccc1Cn1nnc2c(NCCN3CCOCC3)ncnc21 | 12.0 | -12.3 | -1.4
Cc1ccc(S(=O)(=O)/N=C(/NC(=S)Nc2ccccc2)c2ccccc2)cc1 | 18.4 | -8.0 | -1.3
O=C(Cc1ccc(Cl)cc1)Nc1ccccc1N1CCOCC1 | -0.5 | -15.8 | -0.6
CCC1(C)Cc2c(sc3[nH]c(=S)[nH]c(=S)c23)CO1 (configuration not stated) | 7.9 | 2.3 | -2.1
COc1ccc(NS(=O)(=O)c2cccc(C(=O)N3CCCC(C)C3)c2)cc1 (configuration not stated) | 20.1 | -28.5 | 0.5

(more compounds)
SMILES | OX1R antag-1 | OX1R antag-2 | STK33 inh
Cc1cc(=O)oc2cc(OC(C)C(=O)Nc3ccc(C(N)=O)cc3)ccc12 (configuration not stated) | 2.8 | 20.2 | -0.7
COC(=O)C1=C(C)NC(=O)/C1=C\c1cc(C)n(-c2ccccc2F)c1C | 17.2 | -12.0 | 0.2
Cc1ccc(C)c(C(=O)CC2(O)C(=O)Nc3ccccc32)c1 (configuration not stated) | 18.5 | -7.9 | -1.7
O=C(NCCS(=O)(=O)NCc1ccc(Cl)cc1)c1ccccc1 | 23.8 | -5.1 | -0.1
